Diaph inh CS: diaphorase inhibitors and chemical oxidizers, primary screen, counter-screen for diaphorase-coupled primary assays, biochemical, uHTS, resorufin fluorescence; inhibition, % at 20 µM; actives 0.69% (n = 190,000); diaphorase resazurin-to-resorufin fluorescence, NADH, 16 min; bacterial (C. kluyveri) enzyme, not human;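 active means primary screen inhibition at 20 µM above a set limit, cut at about 50% in these data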;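 further: plate controls were DMSO with full reaction for no effect and wells lacking NADH for full effect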
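controls = No-NADH positive control and DMSO neutral control | system = Clostridium kluyveri diaphorase enzyme | timing = reaction incubation of 16 min at room temperature | signal = resorufin fluorescence 544/590 nm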
PPARg SRC-1 ag: PPARgamma agonists recruiting SRC-1 coactivator, primary screen, biochemical. Peroxisome proliferator-activated receptor gamma (Homo sapiens), P37231. PPARgamma-SRC-1 coactivator recruitment biochemical assay. activation, % at 8 µM. actives 0.41% (n = 200,000). AID 631, 2007; in the data active means activation above about 19%;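 further: 0% = DMSO and 100% = reference agonist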
Target sequence (P37231 whole entry, looked up): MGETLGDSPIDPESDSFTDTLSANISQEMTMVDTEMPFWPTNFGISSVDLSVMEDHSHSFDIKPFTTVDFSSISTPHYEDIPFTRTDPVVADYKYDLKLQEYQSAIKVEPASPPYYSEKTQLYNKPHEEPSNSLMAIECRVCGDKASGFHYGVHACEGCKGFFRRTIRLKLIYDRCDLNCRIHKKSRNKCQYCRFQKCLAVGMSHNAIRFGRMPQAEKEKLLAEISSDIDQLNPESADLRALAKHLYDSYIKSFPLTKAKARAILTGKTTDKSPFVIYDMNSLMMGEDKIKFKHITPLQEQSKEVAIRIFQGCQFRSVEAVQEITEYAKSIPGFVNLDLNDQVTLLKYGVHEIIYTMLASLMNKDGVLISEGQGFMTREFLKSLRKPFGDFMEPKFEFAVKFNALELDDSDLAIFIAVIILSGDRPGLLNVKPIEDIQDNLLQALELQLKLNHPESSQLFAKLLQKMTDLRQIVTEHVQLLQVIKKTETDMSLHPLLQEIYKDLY
TR-FRET SRC-2 ct: TR-FRET signal artefacts, primary screen, artefact control for PPARgamma SRC-2 agonist project, biochemical. TR-FRET artefact counter-screen; active compounds read high. TR-FRET ratio at 8 µM. actives 0.4% (n = 200,000). AID 1049, 2008; in the data active means TR-FRET ratio above about 2000; further: inactives centre near 1500
S1P3 antag: S1P3 receptor antagonists, primary screen, cell-based; Sphingosine 1-phosphate receptor 3 (Homo sapiens), Q99500; CHO S1P3 NFAT-BLA reporter, FRET fluorescence, antagonist mode; inhibition, % at 4.98 µM; actives 0.27% (n = 170,000);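 active means inhibition above the plate cutoff, the mean inhibition of test wells on that plate plus 3 SD, cut at about 28% in these data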;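 further: cells challenged with S1P at its EC80 of 0.8 µM; blue over green emission ratio from cleaved BLA substrate after 4 h stimulation; 0% = S1P-stimulated wells and 100% = unstimulated DMSO-only wells; some compounds past the cut are filed as inactive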
PMI act hi M6P: human PMI activators, high substrate, primary screen, biochemical, fluorescence intensity, near-saturating mannose 6-phosphate. coupled PMI enzyme assay, resazurin fluorescence, 20 min; active compounds read high; 1 = untreated enzyme, 0 = substrate-free blank. Mannose-6-phosphate isomerase (Homo sapiens), P34949. AID 1216, 2008. activation factor at 20 µM. actives 0.34% (n = 190,000);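 active means activation factor of 2 or more at 20 µM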
Target sequence (P34949 whole entry, looked up): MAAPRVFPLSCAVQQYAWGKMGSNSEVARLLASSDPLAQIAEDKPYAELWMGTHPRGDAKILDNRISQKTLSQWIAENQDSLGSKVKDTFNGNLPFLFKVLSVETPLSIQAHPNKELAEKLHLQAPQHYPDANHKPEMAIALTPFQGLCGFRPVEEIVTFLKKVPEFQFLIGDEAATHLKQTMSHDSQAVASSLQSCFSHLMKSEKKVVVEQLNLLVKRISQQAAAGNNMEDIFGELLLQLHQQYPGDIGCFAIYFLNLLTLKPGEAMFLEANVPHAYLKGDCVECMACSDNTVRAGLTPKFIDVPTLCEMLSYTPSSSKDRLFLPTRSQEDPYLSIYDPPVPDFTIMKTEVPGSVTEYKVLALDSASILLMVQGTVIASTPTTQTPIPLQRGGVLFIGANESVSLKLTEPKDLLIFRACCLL
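Test system: human PMI in coupled enzyme assay; Input: PMI at 15 ng/mL final; Medium: HEPES buffer, pH 7.4; Schedule: 20 min incubation at room temperature; Technique: resorufin fluorescence at Ex 544/Em 590 nm; Compound: 20 µM single dose; Probe or stimulus: Near-saturating mannose-6-phosphate, 1.0 mM.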
Diaphorase act: compounds boosting diaphorase resazurin reduction – biochemical, uHTS, resorufin fluorescence, counter-screen for diaphorase-coupled primary assays, primary screen; activation factor at 20 µM; AID 1229, 2008; actives 0.005% (n = 190,000); Diaphorase/resazurin coupled assay, 16 min; active compounds read high; 1 = vehicle wells, 0 = NADH-free wells;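 active means diaphorase activity raised at least twofold by the compound at 20 µM; inactive means activation factor below 2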
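System – purified diaphorase enzyme from Clostridium kluyveri · Input – enzyme 0.07 U/mL final · Also added – final NADH 0.114 mM, resazurin 0.1 mM · Measured by – fluorescence of resorufin, 544 nm excitation, 590 nm emission · Timing – 16 min enzyme reaction, ambient temperature · Measure – resorufin increase flagging diaphorase activators or reducers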
PPARg SRC-2 ag: agonists of PPARg-SRC-2 recruitment, primary screen, biochemical, HTS. Peroxisome proliferator-activated receptor gamma (Homo sapiens), P37231. PPARgamma LBD-SRC-2 recruitment. activation, % at 8 µM. actives 0.34% (n = 200,000). AID 1032, 2008; in the data active means activation above about 22%;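 further: 0% = vehicle and 100% = reference agonist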
G6PDH CS: L. mesenteroides G6PDH inhibitors, counter-screen for G6PDH-coupled screening assays, biochemical, Leuconostoc mesenteroides enzyme | Purified L. mesenteroides G6PDH, diaphorase/resazurin coupled fluorescence, 45 min | inhibition, % at 5 µM | actives 0.12% (n = 200,000); in the data active means inhibition above about 50%
PPARg SRC-3 ag: PPARgamma agonists recruiting SRC-3 coactivator, primary screen, biochemical | biochemical PPARgamma/SRC-3 coactivator recruitment assay | Peroxisome proliferator-activated receptor gamma (Homo sapiens), P37231 | actives 0.26% (n = 200,000) | AID 731, 2007 | activation, % at 8 µM; in the data active means activation above about 23%;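 further: 0% = DMSO and 100% = reference agonist; some compounds past the cut are filed as inactive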
ROMK primary: ROMK potassium channel modulators, primary screen, cell-based, thallium flux, MLSMR library; Tet-inducible ROMK, thallium flux fluorescence; actives lie on both sides; B-score at 10 µM; actives 2% (n = 130,000); AID 1918, 2009;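 active means signal ratio slope over the read window, or its plate-corrected B-score, at least 3 SD from the plate mean, either direction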;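 further: B-score of the F/F0 ratio slope over 7 to 12 s after thallium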
PMI act: activators of human PMI, primary screen, biochemical, fluorescence intensity, near-Km mannose 6-phosphate; Mannose-6-phosphate isomerase (Homo sapiens), P34949; purified human PMI, coupled resazurin fluorescence, 20 min; active compounds read high; 1 = vehicle control, 0 substrate-free wells; activation factor at 20 µM; actives 0.005% (n = 190,000);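 active means activation factor of 2 or more at 20 µM, relative to plate controls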
The depositor's hits bear a star. Compounds were not picked by outcome, and some 3.3% of all compounds hit somewhere here.

How did COc1ccc(C2CC(=O)C=C(NC3CCCC3)C2)cc1 (centres undefined) do in these assays?
Diaph inh CS: 6; PPARg SRC-1 ag: 5; TR-FRET SRC-2 ct: 1445; PMI act hi M6P: 0.9; Diaphorase act: 0.9; PPARg SRC-2 ag: 10; G6PDH CS: -5; PPARg SRC-3 ag: -1; PMI act: 0.9

Results for CCOC(=O)C1=C(CC)Nc2ccccc2N=C1NC(=O)c1ccc(S(=O)(=O)N2CCOCC2)cc1 ?
Diaph inh CS: 17; PPARg SRC-1 ag: -4; TR-FRET SRC-2 ct: 1520; S1P3 antag: 4; PMI act hi M6P: 0.9; Diaphorase act: 0.8; PPARg SRC-2 ag: 0; G6PDH CS: 1; PPARg SRC-3 ag: -2; ROMK primary: 1.1; PMI act: 1

Results for Cc1cc(N2CCN(C)CC2)nc2ccc(NC(=S)NCc3cccs3)cc12 ?
Diaph inh CS: -11; PPARg SRC-1 ag: -5; TR-FRET SRC-2 ct: 1492; S1P3 antag: -6; PMI act hi M6P: 0.8; Diaphorase act: 1.1; PPARg SRC-2 ag: 4; G6PDH CS: -9; PPARg SRC-3 ag: -3; ROMK primary: -0.011; PMI act: 0.9

How did CC(C)(C)c1cc(/C=N/NC(=O)Cc2nc3ccccc3[nH]2)cc(C(C)(C)C)c1O do in these assays?
Diaph inh CS: 18; PPARg SRC-1 ag: 1; TR-FRET SRC-2 ct: 1293; PMI act hi M6P: 1; Diaphorase act: 0.8; PPARg SRC-2 ag: -3; G6PDH CS: 0; PPARg SRC-3 ag: 0; ROMK primary: -0.58; PMI act: 1

How did COC(=O)c1ccccc1C(=O)c1ccc2c(c1)NC(=O)CO2 do in these assays?
Diaph inh CS: 6; PPARg SRC-1 ag: -6; TR-FRET SRC-2 ct: 1559; S1P3 antag: -1; PMI act hi M6P: 1; Diaphorase act: 0.9; PPARg SRC-2 ag: -3; G6PDH CS: 1; PPARg SRC-3 ag: 2; ROMK primary: -1.1; PMI act: 1.1

Results for CC(OC(=O)CC1CC2CCC1C2)C(=O)Nc1ccc(N2CCOCC2)cc1 (centres undefined) ?
Diaph inh CS: 7; PPARg SRC-1 ag: -5; TR-FRET SRC-2 ct: 1617; S1P3 antag: -2; PMI act hi M6P: 0.9; Diaphorase act: 0.9; PPARg SRC-2 ag: 5; G6PDH CS: 8; PPARg SRC-3 ag: -2; ROMK primary: -0.84; PMI act: 0.9

What do the screens show for `COc1ccccc1NC1=NC(c2ccc(Cl)cc2)N=C(N)N1` (centres undefined)?
Diaph inh CS: 4; PPARg SRC-1 ag: -2; TR-FRET SRC-2 ct: 1468; PMI act hi M6P: 0.9; Diaphorase act: 1; PPARg SRC-2 ag: -1; G6PDH CS: -8; PPARg SRC-3 ag: 7; ROMK primary: -3.3; PMI act: 0.9

How did COC(=O)C(CC(C)C)Oc1ccc2c(C)cc(=O)oc2c1 (centres undefined) do in these assays?
Diaph inh CS: -1; PPARg SRC-1 ag: 5; TR-FRET SRC-2 ct: 1675; PMI act hi M6P: 0.9; Diaphorase act: 1; PPARg SRC-2 ag: 2; G6PDH CS: 16; PPARg SRC-3 ag: 8; PMI act: 0.9

What do the screens show for `CC(C)(C)C(=O)CSc1ncccn1`?
Diaph inh CS: 3; PPARg SRC-1 ag: 1; TR-FRET SRC-2 ct: 1612; S1P3 antag: -4; PMI act hi M6P: 1.3; Diaphorase act: 1; PPARg SRC-2 ag: 9; G6PDH CS: 2; PPARg SRC-3 ag: 3; ROMK primary: 0.39; PMI act: 1.3

What do the screens show for `O=C(N1CCOCC1)N1CCC(n2nnc3ccccc32)CC1`?
Diaph inh CS: 17; PPARg SRC-1 ag: 0; TR-FRET SRC-2 ct: 1374; S1P3 antag: -4; PMI act hi M6P: 0.9; Diaphorase act: 0.8; PPARg SRC-2 ag: -5; G6PDH CS: 14; PPARg SRC-3 ag: -7; ROMK primary: 0.2; PMI act: 1

Results for CCOC(=O)C1=C(C)NC(=S)NC1c1ccc(-c2cccc(Cl)c2C)o1 (centres undefined) ?
Diaph inh CS: 9; PPARg SRC-1 ag: 3; TR-FRET SRC-2 ct: 1701; PMI act hi M6P: 1; Diaphorase act: 0.9; PPARg SRC-2 ag: 3; G6PDH CS: 3; PPARg SRC-3 ag: 6; PMI act: 1

Results for CCN1C(=O)C(NC(C)=O)c2cc(Br)ccc21 (centres undefined) ?
Diaph inh CS: 20; PPARg SRC-1 ag: -1; TR-FRET SRC-2 ct: 1535; S1P3 antag: -28; PMI act hi M6P: 1.3; Diaphorase act: 0.8; PPARg SRC-2 ag: -7; G6PDH CS: 8; PPARg SRC-3 ag: -5; ROMK primary: -1.1; PMI act: 1.1

How did O=C(COc1cccc(OC(F)F)c1)Nc1ccc(SC(F)F)cc1 do in these assays?
Diaph inh CS: 17; PPARg SRC-1 ag: 5; TR-FRET SRC-2 ct: 1459; PMI act hi M6P: 0.9; Diaphorase act: 0.8; PPARg SRC-2 ag: 5; G6PDH CS: 2; PPARg SRC-3 ag: 5; ROMK primary: -0.43; PMI act: 0.8

Results for Cc1ccc(NC(=O)c2ccc3c(c2)[nH]c(=O)n3C(C)C)cc1 ?
Diaph inh CS: 9; PPARg SRC-1 ag: 4; TR-FRET SRC-2 ct: 1504; S1P3 antag: 18; PMI act hi M6P: 1; Diaphorase act: 0.9; PPARg SRC-2 ag: -1; G6PDH CS: -4; PPARg SRC-3 ag: 0; ROMK primary: 2.9*; PMI act: 1.1

How did Cc1nn(CC(=O)NC(C)c2ccccc2)c(=O)c2ccccc12 (centres undefined) do in these assays?
Diaph inh CS: 0; PPARg SRC-1 ag: -2; TR-FRET SRC-2 ct: 1397; S1P3 antag: 9; PMI act hi M6P: 1; Diaphorase act: 1; PPARg SRC-2 ag: -2; G6PDH CS: 11; PPARg SRC-3 ag: -4; PMI act: 1

Results for CC(C)(C)n1nc2c(c1NC(=O)COc1ccc3ccccc3c1)CS(=O)(=O)C2 ?
Diaph inh CS: 17; PPARg SRC-1 ag: 3; TR-FRET SRC-2 ct: 1523; PMI act hi M6P: 0.9; Diaphorase act: 0.8; PPARg SRC-2 ag: 0; G6PDH CS: 20; PPARg SRC-3 ag: -7; ROMK primary: 0.75; PMI act: 0.9

Results for COc1ccc(CC(=O)Nc2nnc(C(C)(C)C)s2)cc1OC ?
Diaph inh CS: -4; PPARg SRC-1 ag: -1; TR-FRET SRC-2 ct: 1382; S1P3 antag: -9; PMI act hi M6P: 1; Diaphorase act: 1; PPARg SRC-2 ag: 1; G6PDH CS: 4; PPARg SRC-3 ag: 1; ROMK primary: -0.42; PMI act: 1

How did CCOC(=O)C1CCCN(c2c(NCC3CCCN3CC)c(=O)c2=O)C1 (centres undefined) do in these assays?
Diaph inh CS: 1; PPARg SRC-1 ag: 0; TR-FRET SRC-2 ct: 1538; S1P3 antag: -7; PMI act hi M6P: 1.1; Diaphorase act: 1; PPARg SRC-2 ag: -6; G6PDH CS: 15; PPARg SRC-3 ag: -3; PMI act: 1

Results for CCCn1nnc(NC(=O)/C=C/c2cc(Br)ccc2OC)n1 ?
Diaph inh CS: 1; PPARg SRC-1 ag: 14; TR-FRET SRC-2 ct: 1551; S1P3 antag: 0; PMI act hi M6P: 1; Diaphorase act: 1; PPARg SRC-2 ag: 7; G6PDH CS: 0; PPARg SRC-3 ag: 5; ROMK primary: 0.44; PMI act: 1

Results for CCN1CCN(S(=O)(=O)c2cccc([N+](=O)[O-])c2)CC1 ?
Diaph inh CS: 24; PPARg SRC-1 ag: 4; TR-FRET SRC-2 ct: 1562; PMI act hi M6P: 0.8; Diaphorase act: 0.8; PPARg SRC-2 ag: -1; G6PDH CS: 2; PPARg SRC-3 ag: 18; PMI act: 0.9

Results for CCOC(=O)c1csc(NC(=O)Nc2cccc(OC)c2)n1 ?
Diaph inh CS: 10; PPARg SRC-1 ag: 2; TR-FRET SRC-2 ct: 1434; S1P3 antag: -1; PMI act hi M6P: 0.9; Diaphorase act: 0.9; PPARg SRC-2 ag: -6; G6PDH CS: -3; PPARg SRC-3 ag: 5; ROMK primary: -0.013; PMI act: 0.8

How did CCOC(=O)c1c(-c2cccs2)csc1NC(C)=O do in these assays?
Diaph inh CS: 11; PPARg SRC-1 ag: 2; TR-FRET SRC-2 ct: 1781; PMI act hi M6P: 1; Diaphorase act: 0.9; PPARg SRC-2 ag: 10; G6PDH CS: 3; PPARg SRC-3 ag: -1; ROMK primary: -1.4; PMI act: 0.9

Arranged by molecular weight (rising): some entries from above
Results for Cc1ccc(NC(=O)c2ccc3c(c2)[nH]c(=O)n3C(C)C)cc1 ?
Diaph inh CS: 9; PPARg SRC-1 ag: 4; TR-FRET SRC-2 ct: 1504; S1P3 antag: 18; PMI act hi M6P: 1; Diaphorase act: 0.9; PPARg SRC-2 ag: -1; G6PDH CS: -4; PPARg SRC-3 ag: 0; ROMK primary: 2.9*; PMI act: 1.1

How did COC(=O)c1ccccc1C(=O)c1ccc2c(c1)NC(=O)CO2 do in these assays?
Diaph inh CS: 6; PPARg SRC-1 ag: -6; TR-FRET SRC-2 ct: 1559; S1P3 antag: -1; PMI act hi M6P: 1; Diaphorase act: 0.9; PPARg SRC-2 ag: -3; G6PDH CS: 1; PPARg SRC-3 ag: 2; ROMK primary: -1.1; PMI act: 1.1

Results for CC(OC(=O)CC1CC2CCC1C2)C(=O)Nc1ccc(N2CCOCC2)cc1 (centres undefined) ?
Diaph inh CS: 7; PPARg SRC-1 ag: -5; TR-FRET SRC-2 ct: 1617; S1P3 antag: -2; PMI act hi M6P: 0.9; Diaphorase act: 0.9; PPARg SRC-2 ag: 5; G6PDH CS: 8; PPARg SRC-3 ag: -2; ROMK primary: -0.84; PMI act: 0.9
